Source: PubChem BioAssay
ERG Ets-DNA blk: ERG Ets/DNA interaction inhibition; P11308; fluorescence polarization, His-ERG Ets domain / labelled DNA; Potency, µM (titrated, usually from 76.9 µM), without a hit: top-dose FP activity, negative = inhibition, most hits filed as inhibitors; actives 0.028% (n = 370,000); AID 624246; active means well fitted inhibition curve with a large enough effect in the polarisation, with a control signal flat; inconclusive means small, poorly fitted or top-dose-only effect, or effect the other way, or a change in a side signal; inactive means no such curve, though single readings can be large or run the other way; the % refers to the polarisation;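 further: polarization taken with two DNA probes labelled with fluorescein and Texas red; potency means the concentration at half of the fitted maximal effect; % of control where 0% means no effect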
Target sequence (P11308 whole entry, looked up, the tested form may be a part): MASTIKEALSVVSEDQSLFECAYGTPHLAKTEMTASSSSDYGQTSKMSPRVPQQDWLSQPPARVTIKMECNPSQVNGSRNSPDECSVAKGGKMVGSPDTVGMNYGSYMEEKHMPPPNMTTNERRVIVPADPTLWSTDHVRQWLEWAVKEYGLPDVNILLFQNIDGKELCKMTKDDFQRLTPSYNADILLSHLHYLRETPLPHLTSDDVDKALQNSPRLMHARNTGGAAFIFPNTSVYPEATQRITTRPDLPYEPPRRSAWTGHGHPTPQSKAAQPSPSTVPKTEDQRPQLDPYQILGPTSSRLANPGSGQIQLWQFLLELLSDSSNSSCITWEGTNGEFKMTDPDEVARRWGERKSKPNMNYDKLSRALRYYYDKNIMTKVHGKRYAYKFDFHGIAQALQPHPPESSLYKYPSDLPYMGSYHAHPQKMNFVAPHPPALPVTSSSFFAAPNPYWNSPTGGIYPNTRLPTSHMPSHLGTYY
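His-tagged ERG Ets domain (1 uM in the protein solution; 300mM KCl, 50mM Tris-HCl, 1mM EDTA, 1mM DTT, pH 7.5) received compound, then a probe mix of 5 nM fluorescein-DNA and 100nM Texas-615-DNA. Fluorescence polarization was read for both dyes.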
RGS4 inh: human RGS4 inhibition. AID 504845. Potency, µM (titrated, usually from 114 µM), for the others: at the top dose activity change, negative = inhibition, most hits filed as inhibitors. Transcreener GDP fluorescence polarization, RGS4-accelerated GTP hydrolysis. actives 0.039% (n = 390,000). P49798; further: potency means the concentration at half of the fitted maximal effect; on the % scale 0 is the no-effect control and ±100 the full control effect; nearly all actives have a fitted effect of over 75% in size; some results filed as inactive show a strong effect at the top dose
Target sequence (P49798 whole entry, looked up): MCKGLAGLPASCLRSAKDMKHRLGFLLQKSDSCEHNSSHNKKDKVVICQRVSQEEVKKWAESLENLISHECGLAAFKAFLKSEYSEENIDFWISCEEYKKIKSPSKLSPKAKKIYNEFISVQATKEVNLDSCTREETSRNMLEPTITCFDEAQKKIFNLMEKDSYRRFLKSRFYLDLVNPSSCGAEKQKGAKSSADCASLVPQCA
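MLSMR compounds (23 nl, pin-transferred) preincubated 10 min at room temperature with a 500nM (2x) first reagent, then RGS4 at 900nM (2x) plus Transcreener GDP mix added; fluorescence polarization (620/688 nm) read before and after 90 min at 30 °C.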
12-LOX inh: blocks human arachidonate 12S-lipoxygenase; P18054; purified 12hLO, xylenol orange hydroperoxide absorbance; Potency, µM (series often up to 108 µM), for the others: at the highest dose activity change, negative = inhibition, hits mostly inhibitors; actives 1.1% (n = 580,000); further: potency means the concentration at half of the fitted maximal effect; on the % scale 0 is the no-effect control and ±100 the full control effect
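Hydroperoxide product was detected by ferrous iron/xylenol orange as the 573 to 405 nm absorbance ratio. Arachidonic acid at 40 uM (final) was turned over for 30 min at room temperature by 150 nM human 12hLO, pH 7.0 Hepes buffer, after 15 min compound preincubation.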
Pol kappa inh: blocks human DNA polymerase kappa activity. Q9UBT6. purified Pol kappa, fluorescent DNA synthesis assay, 10 min. Potency, µM (highest dose often 107 µM), for the others: top-dose activity, negative = inhibition, most hits filed as inhibitors. actives 0.53% (n = 400,000); further: potency means the concentration at half of the fitted maximal effect; on the % scale 0 is the no-effect control and ±100 the full control effect
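Kinetic fluorescence readout at 0 and 10 min followed reaction start with substrate at 50 nM final. Beforehand, enzyme (10 nM Pol kappa) stood 15 min with compound at room temperature; buffer-only wells were negative controls.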
LDHA block: LDHA (human) enzyme inhibition | P00338 | purified LDHA, NADH/diaphorase-resazurin fluorescence; hits give low values | activity change, % (values are at about 110 or 230 µM) | actives 0.15% (n = 480,000) | AID 1347041; in the data active means activity change below about -30%; inconclusive means mostly about -25% to -30%;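 further: plate controls were DMSO wells for no effect and wells without enzyme for full effect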
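Enzyme activity of human lactate dehydrogenase 5 (2 nM; 0.06 mM NADH, 0.2 mM pyruvate, 5 min, RT) is measured via a resazurin/diaphorase fluorescence readout of residual NADH.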
POLB inh: DNA polymerase beta (human) inhibition | Pol beta primer extension/strand displacement, fluorescence kinetic | Potency, µM (series often up to 114 µM), for inactives: top-dose activity change, negative = inhibition, most hits filed as inhibitors | P06746 | actives 1.3% (n = 340,000); further: potency means the concentration at half of the fitted maximal effect; on the % scale 0 is the no-effect control and ±100 the full control effect
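Preincubation: enzyme (10 nM) with compound, 15 min, RT. Reaction: substrate added to 50 nM final. Reads: 0 and 10 min. Analysis: normalized, Hill fit.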
Pol eta inh: blocks human DNA polymerase eta activity; Potency, µM (titrated, usually from 114 µM), for inactives: top-dose activity change, negative = inhibition, actives largely listed as inhibitors; actives 1.2% (n = 390,000); AID 588591; Q9Y253; recombinant Pol eta, fluorescent DNA replication assay; further: potency means the concentration at half of the fitted maximal effect; on the % scale 0 is the no-effect control and ±100 the full control effect
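Pol eta at 10 nM preincubated with compounds 15 min at room temperature; reaction started with fluorescent substrate (50 nM final) and read kinetically at 0 and 10 min.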
APE1 inh: blocks human APE1 abasic DNA cleavage. actives 0.35% (n = 350,000). recombinant APE1, TAMRA/BHQ-2 abasic DNA cleavage fluorescence. P27695. Potency, µM (highest dose often 65.8 µM), inactives show top-dose activity change, negative = inhibition, usual class: inhibitors. AID 2517;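 further: potency means the concentration at half of the fitted maximal effect; plate controls were vehicle for no effect and reference inhibitor for full effect; nearly all actives have a fitted effect of over 55% in size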
Target sequence (P27695 whole entry, looked up): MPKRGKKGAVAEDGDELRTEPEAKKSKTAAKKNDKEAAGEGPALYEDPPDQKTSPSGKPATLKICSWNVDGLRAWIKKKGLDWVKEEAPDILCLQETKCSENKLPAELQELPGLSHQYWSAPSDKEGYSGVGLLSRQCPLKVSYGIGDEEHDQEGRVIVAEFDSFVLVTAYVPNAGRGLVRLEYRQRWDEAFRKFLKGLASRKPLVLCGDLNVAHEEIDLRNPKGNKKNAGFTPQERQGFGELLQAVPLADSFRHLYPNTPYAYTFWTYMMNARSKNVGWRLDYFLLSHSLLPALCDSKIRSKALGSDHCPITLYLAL
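Substrate: short duplex with […] THF abasic site, 5'-TAMRA and 3'-BHQ-2, 50 nM final. APE1 at 0.75 nM, preincubated 15 min RT with compound. Fluorescence increase from first to third read measured activity.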
Apoferritin bind: candidate novel general anesthetic via apoferritin binding; apoferritin/1-aminoanthracene competitive binding, fluorescence; Potency, µM (top dose mostly 77.5 µM), inactives show at the top dose activity change, negative = displacement, most hits filed as inhibitors; actives 0.074% (n = 350,000); AID 485281; further: potency means the concentration at half of the fitted maximal effect; on the % scale 0 is the no-effect control and ±100 the full control effect; nearly all actives have a fitted effect of over 20% in size
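Probe: 1-aminoanthracene (50% saturated, PBS). Protein: horse-spleen apoferritin, 10 uM. Incubation: 10 min, room temperature. Detection: 380 nm excitation, 535 nm emission. Analysis: normalized response, four-parameter Hill.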
Numbers without * were called inactive; & = joins results of further samples; [ ] = dose if it differs, or a comment. Unless noted, the call rests on the fitted dose curve; in most records, active means well fitted curve in the direction sought with a large enough effect; inconclusive means small, poorly fitted or top-dose-only effect, or another doubt; inactive means no such curve, though single readings can be large; an effect the other way counts as inactive or inconclusive. Only part of the results is shown, so the mix of outcomes need not match the whole.

What do the screens show for `c1cncc(-c2cn(C[C@H]3CC[C@@H]([C@@H]4CC[C@H](Cn5cc(-c6cccnc6)nn5)O4)O3)nn2)c1`?
ERG Ets-DNA blk: 8%; RGS4 inh: -5%; 12-LOX inh: 11%; Pol kappa inh: 4%; LDHA block: -5; POLB inh: 2%; Pol eta inh: -18%; APE1 inh: -1%; Apoferritin bind: -2%

How did Cc1c(N(C(=O)c2cnccn2)C2(C(=O)NC3CCCC3)CCCCC2)c(=O)n(-c2ccccc2)n1C do in these assays?
ERG Ets-DNA blk: -4%; RGS4 inh: -11%; 12-LOX inh: 0%; Pol kappa inh: 5%; LDHA block: -6; POLB inh: 37%; Pol eta inh: -21%; APE1 inh: 17%; Apoferritin bind: -5%

Results for COc1ccc(NC(=O)C2CCCN(S(=O)(=O)c3ccc4c(c3)CCCN4C(C)=O)C2)cc1Cl (stereo not given) ?
ERG Ets-DNA blk: 1%; RGS4 inh: 13%[11.4 µM]; 12-LOX inh: -8%; Pol kappa inh: -3%; LDHA block: -6; POLB inh: 39%; Pol eta inh: -19%; APE1 inh: 2%; Apoferritin bind: -11%

What do the screens show for `Cc1ccc(Cl)cc1N1CCN(S(=O)(=O)c2ccc3[nH]c4c(c3c2)CCCC4)CC1`?
ERG Ets-DNA blk: -2%; RGS4 inh: -11%; 12-LOX inh: 1%; Pol kappa inh: -2%; LDHA block: 4; POLB inh: 4%; Pol eta inh: -13%; Apoferritin bind: 2%

What do the screens show for `COc1cc(-c2noc(C)c2C(=O)NCC[C@@H]2CCCN2C)cc(OC)c1OC`?
ERG Ets-DNA blk: 6%; RGS4 inh: -6%; 12-LOX inh: 2%; Pol kappa inh: 20%; LDHA block: 2; Pol eta inh: -9%; APE1 inh: 45%[activator]

Results for CCCCC(=O)NCCc1c(Cc2ccccc2)[nH]c2ccccc12 ?
12-LOX inh: -3%&-1%; Pol kappa inh: -12%&-11%[19.4 µM]; APE1 inh: inconclusive; Apoferritin bind: 2%

How did CCOc1ccc(Nc2c(S(=O)(=O)c3ccc(C)cc3)cnc3cc(OC)c(OC)cc23)cc1 do in these assays?
ERG Ets-DNA blk: 3%; RGS4 inh: 1%; 12-LOX inh: 8%; Pol kappa inh: -7%; LDHA block: -2; POLB inh: -4%; Pol eta inh: -14%; Apoferritin bind: inconclusive

Results for O=C1CCC(CCC(=O)N2CCCC(C(=O)c3ccc(Cl)cc3)C2)=NN1 (stereo not given) ?
ERG Ets-DNA blk: 20%; RGS4 inh: 7%; 12-LOX inh: -15%; Pol kappa inh: 15%; LDHA block: 1; POLB inh: 0%; Pol eta inh: -14%; APE1 inh: 1%; Apoferritin bind: -5%

What do the screens show for `Nc1nc(O)c(Sc2ccccc2[N+](=O)[O-])c(=O)[nH]1`?
ERG Ets-DNA blk: 6%; RGS4 inh: -24%; 12-LOX inh: inconclusive; Pol kappa inh: -5%; LDHA block: -52*; POLB inh: 21%; Pol eta inh: -19%; APE1 inh: -13%; Apoferritin bind: -4%

What do the screens show for `Brc1ccc(-c2csc3[n+]2CCCCC3)cc1`?
ERG Ets-DNA blk: 11%; RGS4 inh: -11%; 12-LOX inh: 20%; Pol kappa inh: -10%; LDHA block: -10; POLB inh: 21%; Pol eta inh: -16%; APE1 inh: 17%; Apoferritin bind: 0%

How did Cc1cnc(C(=O)Nc2cccc3ncccc23)cn1 do in these assays?
ERG Ets-DNA blk: -1%; RGS4 inh: 3%; 12-LOX inh: inconclusive; Pol kappa inh: 3%; LDHA block: 1; POLB inh: 16%; Pol eta inh: 8%; APE1 inh: 7%; Apoferritin bind: -7%

What do the screens show for `COc1cccc(/C=C/C(=O)OCC(=O)Nc2cc(C(F)(F)F)ccc2Cl)c1`?
ERG Ets-DNA blk: 0%; RGS4 inh: 14%; 12-LOX inh: 11%; Pol kappa inh: -18%; LDHA block: 0; POLB inh: 12%; Pol eta inh: -19%; APE1 inh: 12%; Apoferritin bind: -19%

Results for CC1(C(=O)O)CCC(C(=O)Nc2ccc(F)cc2)C1(C)C (stereo not given) ?
ERG Ets-DNA blk: -7%; RGS4 inh: 15%; 12-LOX inh: -28%; Pol kappa inh: -5%; LDHA block: -1; POLB inh: -7%; Pol eta inh: -25%; APE1 inh: -11%; Apoferritin bind: -3%

Results for CCOC(=O)c1ccc(Oc2nc(OC)nc(N(C)C)n2)cc1 ?
ERG Ets-DNA blk: -2%; RGS4 inh: 5%; 12-LOX inh: 0%; Pol kappa inh: 7%; LDHA block: -3; POLB inh: 26%; Pol eta inh: 5%; APE1 inh: 10%; Apoferritin bind: -4%

What do the screens show for `O=C(O)COc1ccccc1/C=N/NC(=O)CSc1nc2ccccc2s1`?
ERG Ets-DNA blk: -6%; RGS4 inh: 4%; 12-LOX inh: inconclusive; Pol kappa inh: -3%; LDHA block: 0; POLB inh: -26%; Pol eta inh: -16%; APE1 inh: -3%; Apoferritin bind: inconclusive

What do the screens show for `COc1ccc(C(=O)NCCc2nnc3ccc(SCC(=O)NCCc4ccc(OC)c(OC)c4)nn23)cc1`?
ERG Ets-DNA blk: -7%; RGS4 inh: 25%; 12-LOX inh: 348%[activator]; Pol kappa inh: -7%; LDHA block: -1; POLB inh: 18%; Pol eta inh: 0%; APE1 inh: 24%; Apoferritin bind: -1%

Results for COc1ccccc1NC(=O)CSc1nc(SC)ns1 ?
ERG Ets-DNA blk: 7%; RGS4 inh: -31%; 12-LOX inh: -21%; Pol kappa inh: 4%; LDHA block: -5; POLB inh: 39%; Pol eta inh: -18%; APE1 inh: -8%; Apoferritin bind: -16%

How did CCOc1cccc(/C=N/NC(=O)c2cc(-c3cccn3C)n[nH]2)c1O do in these assays?
ERG Ets-DNA blk: 0%; RGS4 inh: -32%; 12-LOX inh: inconclusive; Pol kappa inh: -8%; LDHA block: 3; POLB inh: -30%; Pol eta inh: -24%; APE1 inh: -5%; Apoferritin bind: -15%

How did Cc1ccccc1CS(=O)(=O)CC1(O)CCN(C(=O)c2cccc(C(F)(F)F)c2)CC1 do in these assays?
ERG Ets-DNA blk: 3%; RGS4 inh: 13%; 12-LOX inh: 0%; Pol kappa inh: -15%; LDHA block: -8; POLB inh: -7%; Pol eta inh: -6%; APE1 inh: inconclusive; Apoferritin bind: 3%

Results for Cc1ccccc1C1=C/C(=C(\SS/C(C(=O)c2ccc(OCC(=O)O)c(Cl)c2Cl)=C2\C=C(c3ccccc3C)SS2)C(=O)c2ccc(OCC(=O)O)c(Cl)c2Cl)SS1 ?
RGS4 inh: inconclusive; 12-LOX inh: 5.6µM*; Pol kappa inh: 79µM*; LDHA block: -14; Pol eta inh: 14µM*

Two records picked at random from the list so far, as already listed:
How did CCOc1ccc(Nc2c(S(=O)(=O)c3ccc(C)cc3)cnc3cc(OC)c(OC)cc23)cc1 do in these assays?
ERG Ets-DNA blk: 3%; RGS4 inh: 1%; 12-LOX inh: 8%; Pol kappa inh: -7%; LDHA block: -2; POLB inh: -4%; Pol eta inh: -14%; Apoferritin bind: inconclusive

How did CCOc1cccc(/C=N/NC(=O)c2cc(-c3cccn3C)n[nH]2)c1O do in these assays?
ERG Ets-DNA blk: 0%; RGS4 inh: -32%; 12-LOX inh: inconclusive; Pol kappa inh: -8%; LDHA block: 3; POLB inh: -30%; Pol eta inh: -24%; APE1 inh: -5%; Apoferritin bind: -15%

Next part.
How did Cn1c(CNC(=O)c2ccccc2)nnc1SCC(=O)Nc1nccs1 do in these assays?
ERG Ets-DNA blk: 3%; RGS4 inh: inconclusive; 12-LOX inh: inconclusive; Pol kappa inh: -2%; LDHA block: -9; POLB inh: -25%; Pol eta inh: -17%; APE1 inh: -7%; Apoferritin bind: -3%

How did CC(C#N)(CCc1ccccn1)CCc1ccccn1 do in these assays?
ERG Ets-DNA blk: -2%; RGS4 inh: 2%; 12-LOX inh: -8%; Pol kappa inh: -13%; LDHA block: -14; Pol eta inh: -19%

What do the screens show for `CN(CCc1ccccn1)C(=O)CCC1CCCN(C(=O)CCOc2ccccc2)C1` (stereo not given)?
ERG Ets-DNA blk: 2%; RGS4 inh: 22%; 12-LOX inh: -4%; Pol kappa inh: -2%; LDHA block: -2; POLB inh: 4%; Pol eta inh: 2%; APE1 inh: -3%; Apoferritin bind: -6%

What do the screens show for `COc1ccc(C(=O)OCC#CCSc2nnc(-c3cccc4ccccc34)o2)cc1`?
RGS4 inh: -16%; 12-LOX inh: -8%; Pol kappa inh: 6%; LDHA block: 0; Pol eta inh: -17%; APE1 inh: 52%&15%[activator]

What do the screens show for `NNC(=O)c1cc(-c2ccccc2)sc1N`?
ERG Ets-DNA blk: 10%; RGS4 inh: -1%; 12-LOX inh: -24%; Pol kappa inh: 12%; LDHA block: -1; POLB inh: 5%; Pol eta inh: -7%; APE1 inh: 5%; Apoferritin bind: -12%

What do the screens show for `Cc1cccc(C(C)C)c1NC(=O)COC(=O)c1cc2ccccc2oc1=O`?
ERG Ets-DNA blk: -12%; RGS4 inh: 18%; 12-LOX inh: -13%; Pol kappa inh: -11%; LDHA block: -6; Pol eta inh: -8%; APE1 inh: 16%
